Screening results: PubChem BioAssay, The Scripps Research Institute Molecular Screening Center
M4 ag: agonists of human muscarinic M4 receptor (CHRM4); CHO-K1 hM4/Gqi5, Fluo-8 calcium fluorescence; vehicle 0%, full acetylcholine response 100%; activation, % at 3 µM; 360,000 compounds, 0.14% hits; AID 624127;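 active means activation above the run mean over all test wells plus 3 SD, cut at about 32% in these data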;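 further: peak over basal fluorescence ratio per well then scaled between controls; 0% = DMSO wells and 100% = acetylcholine at EC100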
Target sequence (P08173 whole entry, looked up): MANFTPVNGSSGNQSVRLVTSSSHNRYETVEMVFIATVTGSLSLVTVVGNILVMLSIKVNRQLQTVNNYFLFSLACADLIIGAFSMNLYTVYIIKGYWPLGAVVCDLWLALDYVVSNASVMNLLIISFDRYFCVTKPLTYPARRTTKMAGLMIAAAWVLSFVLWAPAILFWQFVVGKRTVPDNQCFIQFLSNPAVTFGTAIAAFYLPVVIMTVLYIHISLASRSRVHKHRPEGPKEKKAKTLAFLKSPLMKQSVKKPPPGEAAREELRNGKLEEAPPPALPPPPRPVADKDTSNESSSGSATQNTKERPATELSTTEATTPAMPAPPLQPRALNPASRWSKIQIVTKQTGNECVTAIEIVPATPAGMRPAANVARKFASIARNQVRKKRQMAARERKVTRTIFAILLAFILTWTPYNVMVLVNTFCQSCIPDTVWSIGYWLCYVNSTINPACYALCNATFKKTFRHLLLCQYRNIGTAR
CHO-K1 Ca ag: nonselective activator or artifact in parental CHO-K1 cells; Fluo-8 calcium fluorescence; scaled to maximal ATP response, vehicle zero; 360,000 compounds, 0.48% hits; activation, % at 3 µM; AID 602248; in the data active means activation above about 15%;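 further: untransfected CHO-K1 host cells lacking M1 receptor as counterscreen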
M1 PAM: positive allosteric modulators of human M1 muscarinic receptor | CHO-K1 hM1, Fluo-8 calcium fluorescence, ACh EC20; 0% = ACh EC20, 100% = maximal ACh | P11229 | activation, % at 3 µM | 360,000 compounds, 0.088% hits; in the data active means activation above about 19%, passing the limit was not always enough
M4 antag: blocks acetylcholine activation of human M4 receptor; 360,000 compounds, 0.73% hits; CHO-hM4 cells, ACh EC80, Fluo-8 calcium fluorescence; inhibition, % at 3 µM;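 active means inhibition above its plate's cutoff, the mean inhibition of sample wells plus 3 SD, cut at about 27% in these data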;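 further: 0% = acetylcholine EC80 with DMSO and 100% = DMSO without agonist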
OXTR potentiator: human OXTR potentiation | P30559 | CHO-OTR cells, Fluo-8 calcium fluorescence, potentiator mode; 0% = oxytocin EC15, 100% = EC100 | activation, % at 3 µM | 320,000 compounds, 0.061% hits;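 active means activation above that plate's cutoff, the mean activation of tested compounds plus 3 SD, cut at about 6.6% in these data, passing the limit was not always enough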;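 further: 100% uses oxytocin at 75 nM as the full agonist control; some results filed as inactive read as strong as hits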
Target sequence (P30559 whole entry, looked up): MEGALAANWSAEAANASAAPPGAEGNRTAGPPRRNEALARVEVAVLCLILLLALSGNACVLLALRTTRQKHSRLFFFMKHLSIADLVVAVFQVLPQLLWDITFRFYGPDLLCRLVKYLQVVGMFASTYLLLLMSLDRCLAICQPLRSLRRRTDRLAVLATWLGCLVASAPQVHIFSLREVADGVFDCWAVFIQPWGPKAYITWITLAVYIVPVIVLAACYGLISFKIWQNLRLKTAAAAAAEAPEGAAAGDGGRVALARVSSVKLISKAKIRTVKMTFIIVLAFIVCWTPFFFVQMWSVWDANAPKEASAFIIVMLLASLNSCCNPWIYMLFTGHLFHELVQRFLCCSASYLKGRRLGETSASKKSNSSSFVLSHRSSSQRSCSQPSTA
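Assay system: CHO cell line stably expressing human OTR | Also added: Oxytocin at about EC15, sub-maximal agonist stimulus | Times: Compound 6 min at room temperature before oxytocin, 100 s read | Measured by: Fluo-8 intracellular calcium fluorescence, ex 470-495, em 515-575 nm | Controls: EC15 oxytocin alone as 0%, 75 nM oxytocin as 100%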
CHO-K1 Ca antag: counter-screen for M1 antagonists: effect in parental CHO-K1 cells | ATP-induced calcium, Fluo-8 fluorescence | inhibition, % at 3 µM | 360,000 compounds, 0.6% hits;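 active means inhibition above a per-plate cutoff, the plate's mean sample inhibition plus 3 SD, cut at about 24% in these data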;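 further: 0% = DMSO plus EC80 ATP and 100% = DMSO alone without ATP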
CHO parental Ca: signal in parental CHO cells, OX1R antagonist counter-screen; parental CHO-K1, ATP-induced calcium, Fluo-8 fluorescence; 330,000 compounds, 0.63% hits; inhibition, % at 5.6 µM; AID 463079;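 active means inhibition above that plate's mean sample inhibition plus 3 SD, cut at about 26% in these data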;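 further: 0% = ATP-challenged DMSO wells and 100% = DMSO wells without ATP; some compounds past the cut are filed as inactive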
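Assay system: untransfected parental CHO cell line. Also added: ATP agonist challenge. Dosing: one dose, 5.6 µM nominal. Measured by: Fluo-8 fluorescence. Read-out: % inhibition. Benchmarks: ATP wells versus no-ATP DMSO wells. Repeats: no replicates.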
M1 antag: blocks human M1 muscarinic receptor. inhibition, % at 3 µM. 360,000 compounds, 1.3% hits. CHO-K1 hM1, Fluo-8 calcium fluorescence, ACh EC80 antagonist. P11229;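 active means percent inhibition above its own plate's cutoff, namely the mean of that plate's compound wells plus 3 SD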;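 further: peak over basal fluorescence ratio during 140 s after agonist addition; 0% = ACh EC80 plus DMSO and 100% = DMSO alone without agonist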
M1 ag: agonists of human M1 muscarinic receptor; 360,000 compounds, 0.33% hits; activation, % at 3 µM; AID 588814; CHO-K1 hM1, Fluo-8 calcium fluorescence, agonist mode; 0% DMSO, 100% acetylcholine EC100;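 active means activation above the run's mean compound activation plus 3 SD, cut at about 16% in these data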;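 further: peak over basal fluorescence ratio within a 140 s kinetic read after compound addition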
The depositor's hits bear a star; x = not tested or not shown.

SMILES | M4 ag | CHO-K1 Ca ag | M1 PAM | M4 antag | OXTR potentiator | CHO-K1 Ca antag | CHO parental Ca | M1 antag | M1 ag
CC(C)(C)OC(=O)N(Cc1ccccc1)Cc1ccc(OCc2cccc(NC(=O)C3CC3)c2)cc1 | 0 | 0.5 | 19 | -4 | x | 10 | x | -2 | 9
O=C(CSc1cc([N+](=O)[O-])cc(S(=O)(=O)Cc2ccccc2)c1)NC1CC1 | 2 | 0.4 | -1 | 2 | -3 | 3 | -6 | 1 | -4
COc1ccc(OCCCC(=O)N(C)CC(=O)Nc2ccccc2Cl)cc1 | 6 | 2.2 | 11 | -18 | -4 | -2 | -8 | -12 | -1
CS(=O)(=O)N(CC(=O)NCc1ccco1)c1cc(C(F)(F)F)ccc1Cl | 2 | 0.3 | 14 | -2 | -6 | -12 | -12 | -36 | -3
CCc1cc(C(=O)N2CCCC(CCC(=O)NCc3cccc(OC)c3)C2)no1 (stereo unspecified) | 0 | 0.4 | 15 | 1 | -8 | -15 | -15 | -10 | -12
O=C1CCC(=O)N1CN(C(=O)c1ccco1)c1ccccc1 | 0 | 0.3 | -1 | -1 | -7 | -9 | -6 | -8 | -3
COc1ccc(N2C(=O)CC2(/C=C/c2ccccc2OC)C(=O)NC2CCCC2)cc1 (stereo unspecified) | 0 | 0.2 | 5 | -4 | -7 | -7 | -22 | -5 | -4
O=C(Nc1nccs1)c1ccc(-c2cccc([N+](=O)[O-])c2)o1 | 2 | 0.8 | 14 | -2 | -4 | -11 | -13 | -11 | -6
Cc1ccc(C)c(Cn2nnc3c(=O)[nH]c(C4CCCN(C(=O)CC(C)C)C4)nc32)c1 (stereo unspecified) | 0 | 1.0 | 4 | 8 | -1 | -9 | -26 | 1 | -7
Cc1cc(C)n(CC(=O)NNC(=O)CCCOc2ccc(Cl)c(C)c2)n1 | 2 | 4.5 | -8 | 7 | -1 | 8 | 0 | 18 | 0
c1csc(-c2nn3c(Cn4cnc5ccccc54)nnc3s2)c1 | 3 | 3.0 | 11 | -4 | 2 | -21 | -10 | -6 | -5
Cc1ccc(S(=O)(=O)NC2CC(C)(C)NC(C)(C)C2)c(C)c1C | 1 | 0.6 | 17 | 0 | -10 | -10 | 4 | -20 | -2
Cc1ccc2ccccc2c1Cn1c(-n2ccnc2)nc2c1c(=O)n(C)c(=O)n2C | 2 | 0.6 | 2 | 0 | -3 | 1 | -20 | -15 | -2
C=C(C)C(=O)Oc1ccc(N2C(=O)CCC2=O)cc1 | 1 | 1.2 | 11 | 10 | 0 | -24 | -7 | -15 | -4
O=C(Cc1cccs1)N1CCN(S(=O)(=O)c2ccc(F)cc2)CC1 | 1 | 0.4 | 12 | 7 | -10 | -9 | -20 | -2 | -8

Reprinted from the part before: two compounds; new compounds follow.
SMILES | M4 ag | CHO-K1 Ca ag | M1 PAM | M4 antag | OXTR potentiator | CHO-K1 Ca antag | CHO parental Ca | M1 antag | M1 ag
C=C(C)C(=O)Oc1ccc(N2C(=O)CCC2=O)cc1 | 1 | 1.2 | 11 | 10 | 0 | -24 | -7 | -15 | -4
O=C(Cc1cccs1)N1CCN(S(=O)(=O)c2ccc(F)cc2)CC1 | 1 | 0.4 | 12 | 7 | -10 | -9 | -20 | -2 | -8
O=C(CCN1CCCCC1)NCC1OCCc2ccccc21 (stereo unspecified) | 2 | 0.9 | 7 | 2 | -5 | -16 | -3 | -10 | -13
COc1ccc(NC(=O)CN(C)C(=O)CCSc2ccc(F)cc2)cc1 | 5 | 1.5 | 1 | -18 | x | 3 | x | -4 | 1
O=C(Nc1ccc(-c2ccccc2)cc1)c1ccc2c(c1)S(=O)(=O)c1ccccc1C2=O | 2 | 0.5 | 9 | 7 | -11 | -19 | -3 | 0 | -3
O=C(NCCCN1CCOCC1)C1CCN(S(=O)(=O)c2cccc(Cl)c2Cl)CC1 | 1 | 1.4 | 0 | 0 | -5 | -3 | -9 | 16 | -6
O=c1c2ccccc2sc2c(CO)ccc(NCCN3CCCCC3)c12 | 1 | 0.3 | 1 | -1 | x | -7 | x | -7 | -7
Cc1ccc[n+](CC(=O)Nc2cccc([N+](=O)[O-])c2)c1 | 0 | -0.1 | -6 | -5 | -5 | 11 | -4 | 11 | -9
O=c1c2cc(Br)ccc2nc(-c2cccc(Cl)c2)n1O | 0 | 0.4 | 6 | 4 | -7 | -3 | -5 | -11 | 13
COc1ccc(N(C(C)=O)c2nc3ccccc3[nH]2)cc1 | 1 | 0.9 | 4 | -16 | 3 | -5 | -10 | -5 | -1
COc1ccc(NC(=O)CSc2nccn2Cc2ccccc2)c(OC)c1 | 3 | 2.1 | 6 | -5 | -1 | -10 | -4 | 8 | -3
COc1cccc(Oc2ccc(N)cc2)c1 | 1 | 1.2 | 6 | 4 | -8 | -15 | -6 | -5 | -2
C/C(=N\NC(=O)c1ccco1)c1cccc2ccccc12 | 1 | -0.1 | -1 | 4 | -1 | -6 | -2 | 3 | -11
COCCNC(=S)N1CCC(NC(=O)c2ccco2)CC1 | 0 | 0.4 | 11 | 5 | -24 | -16 | 10 | -18 | -3
COc1ccc(OC)c(NC(=O)CCN2CCN(Cc3ccccc3)CC2)c1 | -1 | 0.1 | -4 | 6 | -6 | -8 | -5 | 1 | -12
COCCn1cc(C(=O)NCCCN2CCC(C)CC2)c2c3ccccc3n(C)c2c1=O | 0 | 0.3 | -1 | 4 | 0 | -5 | -16 | 4 | -9
CCOC(=O)N1CCN(C(=O)c2ccc(Cl)c(S(=O)(=O)N3CCCC3)c2)CC1 | -1 | -0.5 | 6 | -3 | -5 | 11 | -12 | -6 | -4
CN(C)c1ccc(C(O)Cc2nc3ccccc3n2C)cc1 (stereo unspecified) | 3 | 4.5 | 6 | -11 | 6 | -7 | -15 | -17 | -4
CCC(CC)C(=O)NCCc1cc2cc(C)c(C)cc2[nH]c1=O | 0 | 0.3 | 1 | -5 | -10 | -1 | -1 | -2 | -3
Cc1cc(C)c(C2C(C#N)=C(N)Oc3n[nH]c(C)c32)cc1CN1CCCC1 (stereo unspecified) | 1 | 0.2 | -12 | 5 | 2 | -11 | 9 | 20 | -13
COc1ccc(/C=N/OCc2nc3c4c(ncn3n2)Oc2ccc3ccccc3c2C4c2ccccc2)cc1 (stereo unspecified) | 0 | 0.7 | -1 | -2 | -1 | -9 | -6 | 7 | -4
CCCC/C(O)=C1\C(=O)CC(C)(C)CC1=Nc1ccc(OC)cc1 | -3 | 3.9 | 5 | 30* | -15 | -14 | -20 | 4 | -3
CCOC(=O)CN1C(=O)C(=O)N(Cc2c(Cl)cccc2Cl)C1=O | 13 | 4.2 | 0 | 3 | -7 | 0 | 8 | 3 | -7
O=C(Nc1ccccc1N1CCCC1)c1cccc(S(=O)(=O)N2CCOCC2)c1 | 1 | 0.1 | 3 | -5 | -10 | 8 | -10 | -6 | -4
O=C(COc1ccccc1F)NCc1nc2ccccc2[nH]1 | 3 | 1.4 | -6 | 8 | -1 | -13 | -4 | 8 | -6
CCN(CC)S(=O)(=O)c1ccc(OC)c(NC(=O)c2ccc(OC)c([N+](=O)[O-])c2)c1 | 3 | 0.4 | -2 | -5 | -2 | 1 | -11 | -8 | -3
O=c1[nH]c2ccsc2c(=O)n1-c1ccc(F)c(Cl)c1 | 0 | 0.7 | -2 | 0 | -3 | -22 | -9 | 7 | -3
Cc1cc(S(=O)(=O)Nc2ccc(F)cc2)c(C)s1 | -1 | 0.6 | 13 | -5 | -6 | -11 | -10 | -16 | -5
Cn1c2ccc(F)cc2c2ncn(Cc3ccccn3)c(=O)c21 | 14 | 5.5 | -5 | 9 | -1 | 0 | -12 | 14 | -2
Cc1cccc(NC(=O)COc2ccc3oc4c(c3c2)CCCC4)n1 | 0 | 0.9 | -4 | -1 | -4 | 5 | -18 | 7 | -6
COc1cccc(CNC(=O)CCS(=O)(=O)c2ccccc2Cl)c1 | 0 | 0.1 | 1 | -1 | 0 | -4 | -6 | 2 | -4
O=C(CCl)Nc1cn(-c2ccccc2)nc1-c1ccc(F)cc1 | 2 | 0.6 | 0 | 3 | 6 | 4 | -19 | 0 | -6
Cn1ccnc1C(=O)c1cccc(Br)c1 | -1 | 0.5 | 5 | -3 | -6 | -12 | -6 | -3 | -5
CCCOC1(NC(=O)c2ccccc2)C(C)=CC(=O)C=C1C | 1 | -0.1 | 1 | -13 | 1 | -10 | -7 | 3 | -2
CCN(CC)C(=O)N1CCC(NC(=O)c2ccc(C(C)(C)C)cc2)CC1 | 4 | 2.5 | 6 | 1 | -14 | -7 | -3 | -3 | -1
O=C(Nc1nc2n(n1)C(c1ccccc1)C=C(c1ccccc1)N2)c1ccco1 (stereo unspecified) | 1 | -0.1 | 6 | 7 | -6 | 3 | -21 | -17 | 0
O=C(CN1CCN(S(=O)(=O)c2ccc(Cl)cc2)CC1)Nc1ccc(F)cc1F | 4 | 1.1 | 4 | -12 | -14 | 1 | -10 | 2 | -3
COc1cccc(-c2nn(C)c3sc(C(=O)NCc4ccccn4)cc23)c1 | 2 | 0.5 | 6 | -8 | -8 | -4 | 0 | -4 | -5
COC1=Nc2ccccc2/C=C\c2ccccc21 | -2 | -0.4 | 5 | -12 | x | -14 | x | -12 | -7
O=C1NC[C@H](CC2CCCCC2)N(CC2CCCCC2)C1=O | 7 | 2.7 | 9 | 4 | -9 | -11 | 1 | -6 | 1
CCOc1ccccc1NC(=O)COC(=O)COc1cccc2c1OC(C)(C)C2 | 7 | 4.0 | 2 | -11 | x | -7 | x | -2 | -2
CCOCCCNCc1ccc(OCC(=O)N2CCOCC2)c(OC)c1 | 1 | 0.6 | 13 | -3 | -8 | -18 | -6 | -6 | -7
O=C(Cn1cc([N+](=O)[O-])cn1)N1N=C(C(F)F)CC1(O)C(F)F (stereo unspecified) | 1 | 0.9 | 6 | -2 | 6 | -6 | -7 | -9 | -5
CC(=O)N1CCOc2ccc(S(=O)(=O)Nc3ncccc3C)cc21 | 1 | 1.0 | 1 | 1 | -1 | 5 | -1 | -1 | -5
O=C(Nc1ccc(Cl)cc1Cl)c1ccc(-c2ccccc2)cc1 | -1 | -0.2 | 3 | -9 | -6 | -2 | -7 | -5 | -1
Clc1ccccc1-c1nnn(Cc2ccc(-c3nn[nH]n3)cc2)n1 | 0 | -0.2 | -4 | -17 | -7 | -5 | -1 | -10 | 1
O=C(NCC1(N2CCCCC2)CCCCC1)c1cccc(NS(=O)(=O)c2ccccc2)c1 | 0 | -0.3 | -7 | 4 | -2 | 2 | -1 | 1 | -5
Cn1c(=O)c(N)c2c3c(c(Br)ccc31)C(=O)c1ccccc1-2 | 16 | 32* | -2 | 15 | -19 | 1 | -10 | 13 | 16*
COCC(=O)N(C)CC1CCCN(CCc2ccccc2OC)C1 (stereo unspecified) | 0 | -0.8 | 9 | -1 | 5 | -6 | -8 | -12 | -9
